SENP8 block-1 – SENP8 protease inhibitors, primary screen, biochemical, luminescence. Sentrin-specific protease 8 (Homo sapiens), Q96LD8. purified SENP8, Z-RLRGG-aminoluciferin cleavage. inhibition, % at 10 µM. hit rate 1.2% among 330,000. AID 2540, 2010; in the data active = inhibition above about 50%
MIN6 prolif – inducers of MIN6 beta-cell proliferation, primary screen, ATP luminescence, uHTS; hit rate 0.29% among 330,000; proliferation, % at 10 µM; MIN6 cells proliferation, ATPlite luminescence, 48 h; cells starved in 0.2% serum; 100% = growth in 10% serum;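 active = compounds whose signal lies at least 3.5 SD above the mean of all wells on their plate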;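 also: 0% = DMSO-treated cells in low-serum medium and 100% = 10% serum control; some compounds called inactive have numbers as strong as hits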
UBC13 polyUb – UBC13 polyubiquitin chain formation inhibitors, primary screen, biochemical, TR-FRET, uHTS; Ubiquitin-conjugating enzyme E2 N (Homo sapiens), P61088; inhibition, % at 20 µM; hit rate 0.47% among 330,000; AID 485273, 2010; in the data active = inhibition above about 45%, passing the limit was not always enough
Target sequence (P61088 whole entry, looked up): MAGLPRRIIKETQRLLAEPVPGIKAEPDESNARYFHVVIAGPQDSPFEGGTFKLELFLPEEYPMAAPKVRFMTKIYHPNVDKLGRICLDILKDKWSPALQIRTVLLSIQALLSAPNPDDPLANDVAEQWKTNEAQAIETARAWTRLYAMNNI
PfGluPho inh – PfG6PD enzyme inhibitors, primary screen, biochemical, fluorescence intensity, uHTS. hit rate 0.78% among 350,000. glucose-6-phosphate dehydrogenase-6-phosphogluconolactonase (Plasmodium falciparum 3D7). PfGluPho enzyme, NADPH resazurin-diaphorase fluorescence. inhibition, % at 20 µM. AID 504690, 2011;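 active = inhibition reaching at least a set limit at 20 µM in the primary screen, cut at about 59% in these data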;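 also: 0% = DMSO wells with substrate and 100% = DMSO wells lacking glucose-6-phosphate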
SENP1 inh – human SENP1 catalytic domain inhibitors, primary screen, biochemical, FRET, uHTS; Sentrin-specific protease 1 (Homo sapiens), Q9P0U3; recombinant SENP1 catalytic domain, CyPet-SUMO1-YPet FRET cleavage; inhibition, % at 10 µM; hit rate 0.21% among 360,000;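 active = inhibition at least 30% at 10 µM, raw YFP signal under a set limit, fluorescence ratio 0.5 to 1.5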;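 also: 0% = enzyme with DMSO and 100% = no enzyme wells; some results filed as inactive read as strong as hits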
Target sequence (Q9P0U3 419-644 limits assumed): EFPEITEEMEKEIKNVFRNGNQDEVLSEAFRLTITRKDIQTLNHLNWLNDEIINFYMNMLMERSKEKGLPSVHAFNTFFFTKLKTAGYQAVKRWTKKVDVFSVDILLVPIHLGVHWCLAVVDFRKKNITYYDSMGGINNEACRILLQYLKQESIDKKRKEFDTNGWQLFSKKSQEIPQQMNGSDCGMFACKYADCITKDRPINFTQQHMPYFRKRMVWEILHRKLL
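Controls: no-enzyme wells low, DMSO-plus-enzyme wells high control. Test system: human recombinant His6-tagged SENP1 catalytic domain enzyme. Reagent: SFCypet-SUMO1-SFYpet FRET protein substrate, 25 nM final. Doses: one dose per compound, 10 µM, 0.5% DMSO. Detection: FRET, CFP and YFP emission. Timing: 50 min reaction at room temperature.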
SENP7 inh – SENP7 protease inhibitors, primary screen, biochemical, luminescence, uHTS | Sentrin-specific protease 7 (Homo sapiens), Q9BQF6 | hit rate 1.5% among 330,000 | AID 434973, 2010 | inhibition, % at 5 µM | recombinant SENP7, Z-RLRGG-aminoluciferin luminescence, 40 min;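 active = inhibition above about 50% at the single test dose, limit read from the data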;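 also: plate controls were DMSO with enzyme for no effect and no enzyme buffer wells for full effect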
SENP6 block – SENP6 protease inhibitors, primary screen, biochemical, luminescence, uHTS; inhibition, % at 10 µM; Recombinant SENP6 catalytic domain, aminoluciferin luminescence; AID 2599, 2010; hit rate 1.8% among 330,000;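 active = inhibition above about 50% at the single tested dose, limit read from the data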;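 also: plate controls were DMSO wells with enzyme for no effect and DMSO wells lacking enzyme for full effect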
Target sequence (Q9GZR1 628-1112 limits assumed): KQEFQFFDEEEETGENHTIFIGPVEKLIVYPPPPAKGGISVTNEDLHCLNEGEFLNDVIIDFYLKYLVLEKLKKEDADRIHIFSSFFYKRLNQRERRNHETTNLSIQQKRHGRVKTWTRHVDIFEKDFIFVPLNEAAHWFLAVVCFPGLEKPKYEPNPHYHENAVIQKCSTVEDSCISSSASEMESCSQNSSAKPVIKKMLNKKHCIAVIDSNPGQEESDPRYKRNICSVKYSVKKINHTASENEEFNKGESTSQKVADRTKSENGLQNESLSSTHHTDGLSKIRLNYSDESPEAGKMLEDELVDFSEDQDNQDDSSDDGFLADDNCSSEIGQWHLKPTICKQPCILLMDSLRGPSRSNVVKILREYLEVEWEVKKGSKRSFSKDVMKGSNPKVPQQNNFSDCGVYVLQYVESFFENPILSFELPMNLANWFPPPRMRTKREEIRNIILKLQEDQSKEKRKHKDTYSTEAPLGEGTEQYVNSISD
SENP8 block-2 – human SENP8 protease inhibitors, primary screen, biochemical, fluorescence, Nedd8 protein substrate, uHTS | Sentrin-specific protease 8 (Homo sapiens), Q96LD8 | recombinant SENP8 | inhibition, % at 20 µM | hit rate 0.64% among 360,000 | AID 602440, 2012; in the data active = inhibition mostly above about 40%, no sharp cut-off; inactive = mostly below about 27%
HKDC1 inhibitor – HKDC1 hexokinase inhibitors, primary screen, biochemical, fluorescence, uHTS. inhibition, % at 20 µM. AID 493160, 2011. hit rate 0.16% among 340,000. recombinant HKDC1, G6PDH/diaphorase resazurin coupled fluorescence;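 active = inhibition above about 35% when tested at 20 µM, limit read from the data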;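 also: plate controls were DMSO wells with enzyme for no effect and DMSO wells lacking enzyme for full effect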
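test system = in-house recombinant HK5 (HKDC1) enzyme | amount = HKDC1 at 5 µg/mL | control set = DMSO-enzyme wells negative, buffer-substituted wells positive | compound = one dose of 20 µM, 1% DMSO | schedule = reaction time 90 min, room temperature, protected from light | technique = resorufin fluorescence at 613 nm | reagent = glucose with 1 mM ATP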
The depositor's hits bear a star; · = no result given.

smiles	SENP8 block-1	MIN6 prolif	UBC13 polyUb	PfGluPho inh	SENP1 inh	SENP7 inh	SENP6 block	SENP8 block-2	HKDC1 inhibitor
O=C(NCCCn1ccnc1)c1nn2c(C(F)(F)F)cc(-c3ccc(Br)cc3)nc2c1Cl	-7	0	25	-3	-7	0	-11	-20	1
Cc1ccc(NC2CNC(=O)NC2=O)cc1C (stereo not given)	·	·	·	-14	6	·	·	7	0
CCCc1cc(=O)oc2cc(C)cc(OCC(=O)NCc3ccncc3)c12	6	-1	12	-3	2	-2	-4	-253	-3
COc1ccc2c(c1)OC13CCCCC1C2C(C(=O)c1ccccc1)C(=O)N3 (stereo not given)	3	-2	1	-16	-2	-2	6	14	8
CC1=CC(=C2C(=O)c3ccccc3C2=O)C=C(C)N1C	-3	-1	-22	13	7	-2	5	27	4
O=C(O)Cc1ccc(NS(=O)(=O)c2ccccc2Cl)cc1	4	4	-3	-13	-1	0	-17	3	11
CCn1c(SCC(=O)Nc2ccc3c(c2)OCO3)nc2ccccc21	-5	1	2	2	1	-5	14	14	-2
CCOC(=O)c1nnn(-c2nc(N(C)C)nc(N(C)C)n2)c1C	7	3	3	1	0	-7	10	31	-5
N#Cc1ccccc1NC(=O)C1CC(=O)N(c2ccc3c4c(cccc24)CC3)C1 (stereo not given)	7	-2	2	11	0	5	5	-6	-8
CCN(C(=O)COC(=O)COc1ccccc1Cl)c1c(N)n(Cc2ccccc2)c(=O)[nH]c1=O	-8	1	14	3	5	2	-3	18	-1
O=C(Nc1ccc2c(c1)OCO2)C(=O)c1c[nH]c2ccccc12	13	-2	-3	-5	31*	81*	46	14	-4
CC(C)(C)NC(=O)N1CCn2cccc2C1c1ccccc1F (stereo not given)	4	2	-6	21	-5	97*	-24	-1	-3
CCOc1ccc(C(=O)Nc2cccc(C(C)=O)c2)cc1[N+](=O)[O-]	8	4	-6	8	2	1	13	9	-3
S=c1[nH]nc(-c2cccc(Cl)c2)n1/N=C/c1ccco1	-4	-4	-16	25	·	1	-15	·	5
COc1ccc(C2/C(=C(/O)c3ccccc3)C(=O)C(=O)N2CCO)cc1 (stereo not given)	-1	-1	8	-5	-2	9	-15	15	-7
NC(=O)NC[C@@H]1CC[C@@H](Cc2ccc(-c3ccccc3)cc2)O1	·	·	·	-2	1	14	·	1	23
Cc1noc(NS(=O)(=O)c2ccc(NC(=O)c3ccoc3C)cc2)c1C	-9	5	-1	-17	1	7	34	18	2
CCN(CC)CCn1c2ccccc2c2nc3ccc([N+](=O)[O-])cc3cc21	-4	-4	-16	41	17	15	-14	9	17
CC(=O)N1CCN(C(=O)COC(=O)CNC(=O)c2ccccc2C)CC1	1	6	-5	-18	4	-4	-6	23	1
COC(=O)[C@@]12CCCCN1[C@H](c1ccc(SC3CCCCC3)c(OC)c1)[C@@H]1C(=O)N(C)C(=O)[C@@H]12	-9	-7	-3	22	2	5	-12	1	7
Cc1cc(NC(=O)CSc2nnc(CNc3ccc(F)cc3)n2C2CCCCC2)no1	-3	0	34	2	1	2	-2	10	-9
Cc1cc(C(=O)O)ccc1-c1ccc(/C=N/n2cnnc2)o1	-4	1	-23	14	0	-2	-2	-198	4
CSc1ccccc1OCc1cc(C(=O)N2CCCC2c2nonc2C)no1 (stereo not given)	9	-3	-3	3	-1	5	22	2	4
CCOc1ccc(OCC)c(NC(=O)CSc2nc3cccnc3n2C)c1	4	0	7	-3	0	2	2	12	-4
COc1ccc(OC)c(N(CC(=O)O)S(=O)(=O)c2ccc(OC)c(OC)c2)c1	-2	-3	-7	-26	-1	10	11	-44	2
CCOC(=O)c1sc(NC(=S)NC(=O)c2ccccc2Cl)c(C(=O)OCC)c1C	0	-2	-8	1	4	5	-5	35	-1
Cc1ccccc1-c1nnc(SCC(=O)Nc2ccc3c(c2)OCCO3)n1N	-4	0	3	-9	-31	-1	-4	16	-3
CCC(=O)Nc1c(C#N)c2nc3ccccc3nc2n1-c1ccccc1C	-2	-3	-5	24	-20	4	55*	-337	4
O=C(NCCN1C(=O)C2C3C=CC(C3)C2C1=O)Nc1ccc(Br)cc1 (stereo not given)	6	-3	-2	4	2	-3	0	3	-8
CCn1c(SCC(N)=O)nc2c1c(=O)n(C)c(=O)n2C	-4	-1	-10	-6	2	-6	-17	2	-5
O=C(OCn1ncc(Br)c(Br)c1=O)c1ccccc1Cl	-7	-4	-8	6	2	-3	-21	16	29
O=C(COC(=O)c1cn(-c2ccccc2)nc1-c1cccs1)NC1CC1	1	-1	14	-3	0	6	-12	-59	-2
O=C(c1c(F)cccc1F)N1CCC(O)(c2ccc(F)cc2)CC1	11	3	-2	-6	2	-4	-14	16	-4
CCN(C(=O)COc1ncnc2sccc12)c1ccccc1	1	-1	4	-2	-26	0	5	-22	-5
Cc1nnc(SCc2c(Cl)cccc2Cl)s1	0	5	-1	-2	1	1	-1	18	0
COc1ccc(N2C(=O)CSC2c2cccc(F)c2)c(OC)c1 (stereo not given)	1	-1	0	-6	-1	9	1	19	-2
CCCc1nnc(SCC(=O)N2CCOCC2)n1C	0	-1	5	1	0	1	-2	11	-1
COc1cc2cc(Oc3ccc4ccc(=O)oc4c3)c(=O)oc2cc1OC1OC(COC(=O)CC(C)(O)CC(=O)O)C(O)C(O)C1O (stereo not given)	8	-1	-3	7	-61	-4	7	-145	-7
CCN(C(=O)CN1C(=O)NC2(CCc3ccccc32)C1=O)C1CCS(=O)(=O)C1 (stereo not given)	2	-2	-2	1	-31	9	-4	-7	-4
O=C1OCCC1N1C(=O)c2ccccc2S1(=O)=O (stereo not given)	5	1	-2	-7	2	4	-5	19	-1
CCOc1cccc(C(=O)Nc2cccc(C(=O)NCC(C)C)c2)c1	3	0	17	4	0	4	-11	0	-10
Cc1ccc(OCC(=O)N2CCN(C(=O)c3cccc(F)c3)CC2)cc1	5	-1	-10	-23	-1	3	12	7	3
COc1ccc(OC)c(N(CC(=O)Nc2cccnc2)S(=O)(=O)c2ccccc2)c1	-3	6	2	5	2	5	-11	31	2
O=C(NC(=O)c1cccc(F)c1)OC[C@@H]1CCCN2CCCC[C@H]12	4	5	0	6	-22	4	9	-1	-4
Cc1ccc(-c2cn3c(n2)SCC3)cc1	0	-2	-10	4	2	2	16	8	-10
CCOc1ccc(NS(=O)(=O)c2cc(C(=O)N3CC(C)OC(C)C3)ccc2C)cc1 (stereo not given)	-13	0	-2	-2	0	1	-3	13	1
CCOCCn1c(=O)c2c(nc3n2CCN3c2ccc(C)cc2)n(C)c1=O	-6	-1	-1	-5	·	-5	-10	·	-8
COc1ccc(NC(=O)CN(C)C(=O)c2ccc3c(c2)OCCO3)cc1	-9	1	-2	-11	0	9	-10	2	-3
CCCOc1ccc(C(=O)CCC(=O)OCC(=O)N(C)c2c(N)n(Cc3ccccc3)c(=O)[nH]c2=O)cc1	-9	1	0	-6	-4	-2	0	-2	6
Cc1nc(NC(=O)c2cc3ccccc3o2)sc1C	89*	-4	-7	28	-1	90*	89*	-27	8
Cc1ccc2cc3c(nc2c1)OCC3	-4	0	18	2	1	2	-8	15	-5
C=CCc1cc(Cl)ccc1OCCOCCNC(C)(C)C	-9	-5	7	3	2	15	-2	10	11
O=c1c2ccccc2cnn1Cc1n[nH]c(=S)n1-c1ccc(F)cc1	-4	1	3	17	3	-3	-5	24	-8
CCc1cccc(NC(=O)CCC(=O)N2CCSc3ccccc32)c1	-1	-3	5	15	0	-2	-12	11	1
O=C(Cn1c(=O)oc2cc(S(=O)(=O)N3CCc4ccccc43)ccc21)N1CCCCC1	-5	2	-2	13	-2	0	-6	14	-5
CCC1S/C(=N/N=C/c2ccco2)NC1=O (stereo not given)	-13	3	-22	-12	3	-4	-11	18	-9
Cc1ccc(Nc2nnc(SCC(=O)NCC3CCCO3)s2)cc1C (stereo not given)	2	-5	2	4	-2	1	15	13	2
O=C(Nc1ccc([N+](=O)[O-])cc1Cl)c1cc(Cl)ccc1O	98*	-8	-24	94*	3	100*	99*	12	5
COc1cc(C(C(=O)NC2CCCCC2)N(CCN2CCOCC2)C(=O)C2COc3ccccc3O2)cc(OC)c1OC (stereo not given)	1	4	-1	-19	2	1	-5	12	12
O=S(=O)(Nc1nc2ccccc2[nH]1)c1ccccc1	-4	0	32	18	-1	-7	7	29	2

New compounds follow:
smiles	SENP8 block-1	MIN6 prolif	UBC13 polyUb	PfGluPho inh	SENP1 inh	SENP7 inh	SENP6 block	SENP8 block-2	HKDC1 inhibitor
Cc1noc(C)c1CN(C(=S)NC1CC1)c1ccccc1	-1	2	11	-11	0	6	-5	22	-10
CCOc1ccc(/C(O)=C2/C(=O)C(=O)N(c3ncccn3)C2c2ccc(Cl)cc2)cc1 (stereo not given)	3	-3	-5	-35	0	-1	3	-48	5
CC(=O)NCCC1CCCCN1C(=O)c1cc(COc2cc(C)ccc2C)on1 (stereo not given)	-7	1	-2	-8	-1	0	9	-5	-3
COc1ccc([N+](=O)[O-])cc1NC(=O)CSCc1ccc(Br)cc1	-1	-5	-4	44	5	3	-3	11	-2
Cc1nc(N)ncc1Sc1ccc(Cl)cc1	1	0	6	4	3	-5	-14	-2	-9
CC(=O)NCCC(=O)Nc1cc(S(=O)(=O)N2CCCCC2)ccc1Oc1cccc(C)c1	-3	-1	10	-4	1	8	3	1	-5
COC(=O)c1cc(NCc2cccs2)ccc1N1CCOCC1	9	-1	-1	26	-21	12	-16	-125	2
[O-]C(=C(C(=S)Nc1cccc2ccccc12)[n+]1cccc(CO)c1)c1ccc(Cl)s1	·	·	·	27	-21	·	·	-445	9
CC1(C)Cc2c(C#N)c(SCCO)nc(N3CCOCC3)c2CO1	-1	-3	9	4	0	-6	-7	-11	-4
Cc1ccc(/C=N/NC(=O)Cn2ccc(C(F)(F)F)n2)o1	1	-1	4	0	1	-5	-2	9	-3
CC(C)(CO)NC(=O)CC1C(=O)NCCN1CC(c1ccccc1)c1ccccc1 (stereo not given)	-13	0	-9	1	-7	-10	-33	-9	-1
O=C(COc1ccccc1)Nc1ccc(F)cc1	-10	1	-6	-2	2	-5	-8	29	-7
Cc1cccc(CNc2ccc(S(=O)(=O)N3CCCCC3)cc2)c1	5	-4	10	0	1	1	-4	21	6

Look-ups from the results shown.
In HKDC1 inhibitor, CC(C)(CO)NC(=O)CC1C(=O)NCCN1CC(c1ccccc1)c1ccccc1 (stereo not given) is listed with -1
In HKDC1 inhibitor, CC(=O)NCCC(=O)Nc1cc(S(=O)(=O)N2CCCCC2)ccc1Oc1cccc(C)c1 is listed with -5

From PubChem
